Screens: PubChem BioAssay, several laboratories
BH1578 lux ind – quorum light induction in luxS cqsA deficient V. cholerae. activation, % at 18.7 µM. 0.16% of 350,000 active. V. cholerae BH1578 lux reporter, luminescence, 6 h. AID 588436; in the data active = activation mostly above about 9.7%, no sharp cut-off; inconclusive = no clear call, values can overlap the other calls; inactive = mostly below about 3.7%; note: not every result past the cut was called active; inactives centre near 0; reference of the scale not given here
TcdB inh – blocks C. difficile toxin B glycohydrolase activity; P18177; TcdB glycohydrolase enzymatic assay, plate reader; inhibition, % at 9.99 µM; 0.24% of 350,000 active; in the data active = inhibition above about 10%
FadD28 FP inh – inhibitors of Mycobacterium tuberculosis FadD28 bisubstrate binding; AID 588549; 0.22% of 360,000 active; inhibition, % at 12.5 µM; FadD28 bisubstrate probe binding, fluorescence polarization; in the data active = inhibition above about 8.5%, passing the limit was not always enough; inconclusive = no clear call, values can overlap the other calls
PfHsp40 yeast – rescue of PfHsp40-mediated yeast toxicity; S. cerevisiae expressing PfHsp40, growth rescue, ATP luminescence; growth rescue, % at 12.5 µM; 0.68% of 340,000 active; in the data active = growth rescue above about 28%, passing the limit was not always enough; inconclusive = no clear call, values can overlap the other calls;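 note: yeast W303a lacking pdr1 and pdr3 grown in galactose medium; growth measured after three days at 30 °C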
GDH-TPI counter – GDH-TPI coupled enzyme inhibition counter-screen. AID 588335. inhibition, % at 4.8 µM. 1.2% of 360,000 active. GDH-TPI coupled enzyme counterscreen, NADH absorbance; in the data active = inhibition above about 30%;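 note: 0% = DMSO wells and 100% = wells lacking the enzyme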
Y pestis TopoI – Y. pestis Topo-I inhibition via cleavage products; Y. pestis Topo-I cleavage product accumulation, plate reader; activity, % at 10 µM; 0.064% of 360,000 active; AID 504884; in the data active = activity above about 50%, passing the limit was not always enough; inconclusive = no clear call, values can overlap the other calls; note: inactives centre near 2
Mtb UGM inh – Mtb UDP-galactopyranose mutase inhibition; P9WIQ1; purified UGM, fluorescence polarization probe displacement; inhibition, % at 10 µM; 0.06% of 320,000 active; AID 504406; in the data active = inhibition above about 10%, passing the limit was not always enough; inconclusive = no clear call, values can overlap the other calls
Target sequence (P9WIQ1 whole entry, looked up): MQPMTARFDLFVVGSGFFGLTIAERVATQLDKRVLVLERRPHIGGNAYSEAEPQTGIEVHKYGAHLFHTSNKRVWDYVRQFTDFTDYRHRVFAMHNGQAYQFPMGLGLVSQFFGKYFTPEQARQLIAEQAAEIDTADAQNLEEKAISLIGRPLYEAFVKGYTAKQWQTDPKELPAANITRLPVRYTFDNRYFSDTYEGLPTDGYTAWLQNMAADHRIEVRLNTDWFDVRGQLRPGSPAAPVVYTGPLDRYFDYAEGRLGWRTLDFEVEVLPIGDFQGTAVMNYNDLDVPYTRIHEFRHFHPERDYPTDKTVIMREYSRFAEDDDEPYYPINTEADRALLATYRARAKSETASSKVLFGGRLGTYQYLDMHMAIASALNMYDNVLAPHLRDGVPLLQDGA
FBA Mtb inh – inhibitors of M. tuberculosis fructose-bisphosphate aldolase. 2.3% of 360,000 active. purified M. tuberculosis FBA, fluorescence read-out. inhibition, % at 1 µM. AID 588726; in the data active = inhibition above about 27%;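 note: 0% = vehicle and 100% = reference inhibitor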
Target sequence (P9WQA3 whole entry, looked up): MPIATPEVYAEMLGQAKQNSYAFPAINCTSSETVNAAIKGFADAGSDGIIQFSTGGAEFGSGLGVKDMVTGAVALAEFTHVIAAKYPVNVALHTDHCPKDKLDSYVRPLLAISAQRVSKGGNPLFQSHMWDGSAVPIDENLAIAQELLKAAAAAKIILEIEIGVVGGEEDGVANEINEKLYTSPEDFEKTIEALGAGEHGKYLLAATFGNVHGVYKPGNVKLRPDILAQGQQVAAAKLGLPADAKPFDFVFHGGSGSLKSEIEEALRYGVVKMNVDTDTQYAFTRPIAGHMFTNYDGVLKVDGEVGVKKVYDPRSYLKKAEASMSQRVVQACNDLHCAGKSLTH
BioA inh – BioA (M. tuberculosis) enzyme inhibition. purified M. tuberculosis BioA enzyme, plate reader. inhibition, % at 9.99 µM. 0.096% of 360,000 active. AID 602481; in the data active = inhibition above about 40%; inconclusive = no clear call, values can overlap the other calls
* hit, by the source's call; i = inactive; ? = inconclusive; nt = no result given.

cpd	canonical_smiles	BH1578 lux ind	TcdB inh	FadD28 FP inh	PfHsp40 yeast	GDH-TPI counter	Y pestis TopoI	Mtb UGM inh	FBA Mtb inh	BioA inh
1	NCCCCCc1nnc(SC/C=C/c2ccccc2)o1	-0.2	nt	-4.3	1.7	-1	-4	-1.9	4	7.0
2	Cc1ccc(C(=O)Nc2cc(Cl)ccc2Oc2ccccc2)cc1[N+](=O)[O-]	-0.2	nt	-3.5	1.5	-2	3	2.9	1	-0.5
3	CC(C)(C)CC(=O)O/N=C(\N)c1ccccn1	-0.2	nt	0.0	72*	20	-1	0.6	-2	nt
4	CC1CC(=O)Nc2ccccc2N1C(=O)CSc1ccc2ccccc2n1 (stereo not drawn)	0.1	2.5	-1.0	0.3	4	11	-0.1	6	-1.0
5	O=C(O)c1ccc(CSc2nnc(-c3ccccc3Cl)n2-c2ccccc2)cc1	i	-2.2	-0.9	-2.0	-1	-3	-0.4	7	nt
6	Cc1cc(-c2ccc(C)c(S(=O)(=O)N3CCN(c4ccccn4)CC3)c2)on1	i	0.6	-2.5	1.0	5	34	1.8	0	22
7	CCN(CC)CCn1c(=S)[nH]c2ncccc2c1=O	-0.7	nt	0.2	0.0	5	7	1.3	5	nt
8	COc1ccc(CC(=O)c2ccc(OC3OC(CO)C(O)C(O)C3O)cc2O)cc1 (stereo not drawn)	-0.5	1.4	-0.4	-1.4	-1	0	2.6	-3	-1.9
9	Cc1nn(C)c(Cl)c1CN1CCC(Oc2ccc(C(=O)N3CCCC3)cc2)CC1	0.7	0.5	-1.0	0.4	-8	13	-1.3	2	-0.4
10	O=C(Nc1cnccn1)Nc1cccc(Cl)c1Cl	i	0.8	-1.0	0.9	6	6	-0.1	0	nt
11	CCn1c(CNC(=O)c2ccc(Cl)cc2)nnc1SCC(=O)NC1=NCCS1	-0.5	0.9	-3.2	0.0	-13	7	1.8	-1	-1.7
12	Cc1c(NC(=O)CSc2nnc(-c3ccncc3)o2)c(=O)n(-c2ccccc2)n1C	4.5	2.0	-3.3	-0.1	8	-6	-0.2	2	0.4
13	CCc1c(C)sc(NC(=O)c2cccs2)c1C(N)=O	0.9	nt	-3.7	1.5	20	3	-0.7	-3	-1.6
14	O=C(Cn1cnc2c(NCc3ccccc3)ncnc21)NCc1ccccn1	i	0.0	-1.4	0.2	5	5	nt	1	0.9
15	CC(C)c1nnc(NC(=O)C2CCCN(C(=O)Nc3ccc(F)cc3)C2)s1 (stereo not drawn)	-0.2	-3.6	-3.8	-1.4	-12	2	1.7	-1	3.7
16	FC(F)(F)c1ccc(/C=N/n2c(C3CCCCC3)n[nH]c2=S)cc1	-0.8	1.8	nt	8.8	3	28	3.0	-1	2.8
17	CC(=O)c1cc(CN2CCC(N3CCC(C(=O)NC(C)C)CC3)CC2)cs1	nt	0.1	3.9	-1.4	-2	-10	-0.3	0	nt
18	Cc1c(Cl)cccc1NC(=O)c1cccc(NC(=O)CCC(=O)O)c1	-0.6	nt	-5.0	0.6	3	2	3.2	2	0.2
19	Cn1[nH]cc(C=NC(N)=O)c1=O	i	1.0	0.7	-1.5	-2	0	nt	-2	nt
20	CCCC(=O)N1CCN(c2nc(CC(C)C)c3c(c2C#N)CCC3)CC1	-0.3	nt	-0.8	2.4	9	6	0.9	32*	0.8
21	Cc1noc(C)c1S(=O)(=O)Nc1ccc2c(c1)C(=O)N([C@H](C)CO)C[C@H](C)[C@@H](CN(C)C(=O)Nc1ccc3c(c1)OCO3)O2	1.0	-1.2	-0.6	0.5	1	4	nt	3	0.0
22	COCCN(C(=O)CN1CCCc2ccccc21)c1c(N)n(Cc2ccccc2)c(=O)[nH]c1=O	18	nt	-2.7	-1.3	4	-4	0.2	1	-6.8
23	Cc1ccc2nc(N=C(N)N)nc(C)c2c1	i	-0.2	-2.1	0.6	1	-6	-0.6	3	0.9
24	Cc1ccnc(NC(=O)CCC(=O)N(CC(=O)NCC2CCCO2)Cc2ccc(F)cc2)c1 (stereo not drawn)	i	nt	?	1.5	-9	-8	-1.9	0	-1.3
25	Cc1cc(C(=O)Nc2ccc([N+](=O)[O-])cn2)cs1	0.0	0.8	-2.9	-1.5	26	0	2.5	-1	0.9
26	C#CCOCCOCCOCCNc1nc(N2CCN(C(=O)[C@H]([C@@H](C)CC)n3cc(CCC(=O)O)nn3)CC2)nc(N2CCN(C(=O)[C@H](C)n3cc(CCCN=C(N)N)nn3)CC2)n1	i	1.3	0.0	-0.3	7	13	-0.1	-1	-3.2
27	CCCC(O)(CCN1CCOCC1)c1ccc(Br)cc1 (stereo not drawn)	nt	nt	-6.6	-0.1	-4	-12	0.2	0	0.4
28	COc1ccccc1CCN1CCCC(CN(C)C(=O)c2ccc3nc[nH]c3c2)C1 (stereo not drawn)	-0.9	-11	-3.0	-1.0	5	6	0.3	0	0.7
29	O=C(Nc1cccc(-c2nn[nH]n2)c1)c1ccc(Cl)s1	i	0.5	-12	-0.3	3	6	-4.3	2	14
30	Cc1ccc(N/C(N)=N/c2nc(C)cc(N3CCCCC3)n2)c(C)c1	-1.2	1.7	-6.6	0.9	-7	21	1.4	1	nt
31	O=C(c1ccc(Cl)c(S(=O)(=O)Nc2ccc(F)cc2)c1)N1CCN(c2ccccn2)CC1	2.2	nt	1.0	0.7	5	13	-4.1	5	0.3
32	CC(C)(c1ccccc1)c1ccc(OCCN)cc1	-2.4	1.8	-5.3	-0.4	-2	-8	-1.1	2	2.4
33	O=C(CCc1c[nH]c2ccccc12)NCc1ccco1	i	-0.1	-3.5	1.1	-6	-3	-0.1	0	0.7
34	COc1cc(C(C)=O)ccc1OCC(=O)NCC1(N2CCCCC2)CCCCC1	-0.1	0.5	-3.7	-0.4	-9	14	-2.3	0	nt
35	O=C(NC(=S)Nc1ncccn1)c1ccc(F)cc1	-0.3	1.3	-3.0	-0.3	-6	-1	-1.9	-3	-2.2
36	c1ccc(CN2Cc3ccccc3-n3nncc3C2)nc1	i	0.2	-0.1	nt	-2	-1	nt	1	-4.3
37	COc1ccccc1NC(=O)c1ccc2c(c1)C(=O)N(Cc1ccco1)C2=O	-0.4	2.2	0.0	-0.6	-1	-7	0.2	0	-3.6
38	CCCCN(CC)CCCNC(=O)c1ccc(CS(=O)(=O)c2c(Cl)cccc2Cl)o1	-0.4	-0.1	-0.1	-0.5	6	-2	3.0	2	0.3
39	CC(C)NC(=O)COC(=O)Cn1[nH]c(=O)c2ccccc2c1=O	i	-1.4	-0.2	-0.2	3	7	-2.0	4	nt
40	CN(Cc1ccccc1)c1nc2nonc2nc1N1CCCC(CN2CCCC2=O)C1 (stereo not drawn)	2.3	1.9	-4.0	0.6	10	5	1.1	4	4.3

Next part; the last 2 above are carried over.
cpd	canonical_smiles	BH1578 lux ind	TcdB inh	FadD28 FP inh	PfHsp40 yeast	GDH-TPI counter	Y pestis TopoI	Mtb UGM inh	FBA Mtb inh	BioA inh
39	CC(C)NC(=O)COC(=O)Cn1[nH]c(=O)c2ccccc2c1=O	i	-1.4	-0.2	-0.2	3	7	-2.0	4	nt
40	CN(Cc1ccccc1)c1nc2nonc2nc1N1CCCC(CN2CCCC2=O)C1 (stereo not drawn)	2.3	1.9	-4.0	0.6	10	5	1.1	4	4.3
41	Cc1ccc(-c2nnc(SCCC(=O)N3CCOCC3)o2)cc1	-0.5	0.4	-2.2	0.0	5	2	2.3	7	nt
42	Cc1cc2ccccc2c(=O)n1CC(=O)NC1CCCCCC1	i	nt	0.6	-0.1	5	6	-1.6	11	-0.7
43	CCCN1Cc2cccc(C(=O)NC(C)c3cccs3)c2C1=O (stereo not drawn)	i	nt	0.7	0.3	14	15	2.5	2	nt
44	CCOc1ccc(N(C)C(=O)CCc2nnc3ccc(NCc4ccco4)nn23)cc1	-0.2	-0.1	-1.9	0.3	-4	8	-0.7	0	1.0
45	C=CCOc1ccc(/C=N/NC(=O)CN(c2cc(Cl)ccc2OC)S(=O)(=O)c2ccc(C)c([N+](=O)[O-])c2)cc1	-0.2	1.8	-2.0	0.7	12	-3	-0.4	-4	nt
46	COc1ccc(C(=O)N/N=C/c2cc(Br)ccc2O)cc1OC	-0.5	1.0	-1.9	0.3	22	-9	-5.0	8	nt
47	COC(=O)Nc1nn(Cc2ccccc2F)cc1Br	-0.7	nt	0.7	0.7	19	8	2.3	-2	nt
48	O=C(O)Cn1cc(/C=c2/sc3nc4ccccc4n3c2=O)c2ccccc21	-0.2	2.9	2.7	-0.2	3	10	-0.7	-11	nt
49	Cc1ccc(C)c(OCC(O)CN2CCCCC2C)c1 (stereo not drawn)	-0.7	nt	-2.2	1.4	7	-5	-0.6	0	-1.7
50	CN(C)C(CNS(=O)(=O)c1ccc(Br)cc1)c1cccnc1 (stereo not drawn)	-1.6	nt	-1.0	-0.5	2	-1	-0.1	3	-2.2
51	O=C(COC(=O)c1cc(S(=O)(=O)N2CCCCC2)ccc1Cl)NC1CCS(=O)(=O)C1 (stereo not drawn)	0.4	3.4	-2.8	-1.1	4	6	2.3	-3	-0.2
52	O=C(c1cc(C(=O)NCCc2ccccc2)c(=O)n(CCc2ccccc2)c1)c1cc(Cl)ccc1O	i	nt	-0.9	-1.6	13	17	3.2	1	nt
53	Cc1ccc(-c2nc(C3CCN(S(=O)(=O)c4ccc(C(C)(C)C)cc4)CC3)no2)cc1	-0.3	1.0	-2.3	-1.0	-8	3	1.0	-1	-1.1
54	O=C(Nc1ccc(N2CCN(C(=O)c3ccco3)CC2)cc1)c1ccc2c(c1)OCO2	-0.3	nt	-0.2	-0.4	8	11	-2.2	-1	-1.2
55	CCc1ccc(N2CC(C(=O)Nc3ccc(S(=O)(=O)NCC4CCCO4)cc3)CC2=O)cc1 (stereo not drawn)	-0.1	-1.1	-1.3	-0.4	-7	22	-1.7	1	-2.6
56	O=S(=O)(c1ccccc1)N1CCN=C1SCc1ccccc1Cl	-0.2	1.4	-2.9	2.0	3	6	0.7	0	nt
57	O=[N+]([O-])c1cc(S(=O)(=O)Nc2cccc(Cl)c2)ccc1N=Nc1c(O)[nH]c2ccccc12	i	1.2	-5.0	0.2	-1	-29	3.1	0	nt
58	CN(C)c1nccc(NCc2ccccc2)c1C#N	-0.2	0.1	-0.5	-1.5	6	-1	-0.5	1	nt
59	CSCCC(NC(=O)c1ccccc1)C(=O)N1CCN(C(C)=O)CC1 (stereo not drawn)	-1.3	-0.9	0.4	-0.5	11	5	2.5	1	-2.9
60	COc1ccc(NC(=O)CCC(=O)N/N=C/c2ccncc2)cc1	-1.4	0.1	-2.7	0.0	-3	-11	4.9	-5	nt
61	CCOC(=O)c1c(C)n(C)c2ccc(OCC(O)CN(CC)CC)cc12 (stereo not drawn)	nt	1.1	-4.7	-0.7	-19	-10	5.5	0	1.6
62	CC(C(=O)NCC(=O)Nc1ccc(F)c(F)c1F)N1CCN(c2ccc(O)cc2)CC1 (stereo not drawn)	i	-5.7	-0.8	-1.2	6	1	-1.7	5	-2.8
63	Cc1ccc(C)c(NC(=O)CN(C)C(=O)c2ccccc2OCc2c(C)noc2C)c1	i	0.9	-2.7	4.0	-8	-1	-1.7	2	-0.8
64	O=C(NCc1ccccc1)c1ccc(NS(=O)(=O)c2cccs2)cc1	-2.5	1.1	-0.3	1.9	-2	7	0.3	0	nt
65	COc1ccc(OCc2nnc(SCC(N)=O)n2-c2ccccc2OC)cc1	i	nt	-3.7	-1.1	2	3	3.7	3	0.5
66	O=C(O)c1cccc(-c2nc3ccccc3[nH]2)c1	-1.0	0.5	-3.7	-1.3	7	-3	2.6	112*	0.4
67	CCCCCCn1c(=O)n2n(c1=O)C[C@]1(OC(=O)NCC3CCCCC3)CN(S(=O)(=O)c3ccc(C)cc3)C[C@]1(O)C2	-0.4	2.3	-1.2	nt	5	-5	nt	-1	-0.3
68	CSc1ccc(/C=N/NC(=O)c2sccc2C)cc1	-0.2	1.7	-0.8	-0.8	45*	5	-1.1	-2	-0.4
69	COCCNC(=O)C(OC(=O)c1ccco1)c1ccccc1OC (stereo not drawn)	i	nt	-0.5	0.2	-2	0	-1.0	1	3.4
70	COc1cc2cc(C(=O)N(C)Cc3ccccc3)[nH]c2cc1OC	0.6	-0.9	-2.8	-1.0	12	3	3.5	6	0.9
